AmpC inh detg: qHTS Inhibitors of AmpC Beta-Lactamase (assay with detergent); P00811; AmpC hydrolysis of nitrocefin, absorbance 480 nm, 0.01% Triton; Potency, µM (top dose mostly 114 µM), inactives show at the highest dose activity change, negative = inhibition, most hits filed as inhibitors; 370,000 tested, 0.041% active; AID 485294, 2010;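 further: potency means the concentration at half of the fitted maximal effect; 0% = no-compound wells and -100% = no-enzyme wells; nearly all actives have a fitted effect of over 25% in size; some results filed as inactive show a strong effect at the top dose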
Target sequence (P00811 whole entry, looked up): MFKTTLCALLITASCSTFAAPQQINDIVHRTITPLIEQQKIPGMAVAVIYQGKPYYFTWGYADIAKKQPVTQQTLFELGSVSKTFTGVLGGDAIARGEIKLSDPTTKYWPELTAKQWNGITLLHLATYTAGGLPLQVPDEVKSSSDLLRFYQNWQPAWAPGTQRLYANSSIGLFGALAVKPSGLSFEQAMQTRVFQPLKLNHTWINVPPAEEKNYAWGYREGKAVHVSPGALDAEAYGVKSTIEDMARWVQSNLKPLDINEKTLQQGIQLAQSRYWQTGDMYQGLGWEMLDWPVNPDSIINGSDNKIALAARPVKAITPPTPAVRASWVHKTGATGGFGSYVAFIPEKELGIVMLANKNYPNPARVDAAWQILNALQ
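20 mM phosphate pH 7.0 + 0.01% (detergent screen) or 0.0001% Triton X-100; 5.3 nM AmpC reagent; cpd preinc 15 min RT; nitrocefin (800 uM stock) to start; A480 q20 s × 4 min; Activity was normalised to no-enzyme and no-compound control wells.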
AMA1 RON2 block: qHTS for Inhibitors of AMA1-RON; Towards Development of Antimalarial Drug Lead: Primary Screen | AID 720542, 2013 | 360,000 tested, 0.2% active | AlphaScreen AMA1-biotinylated RON2 peptide binding | Potency, µM (top dose mostly 58.2 µM), for inactives: at the highest dose activity change, negative = inhibition, most hits filed as inhibitors;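 further: potency means the concentration at half of the fitted maximal effect; 0% = vehicle wells and -100% = peptide control; nearly all actives have a fitted effect of over 45% in size; some results filed as inactive show a strong effect at the top dose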
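AMA1 (3D7) with his tag at 25 nM final met compounds first, then biotinylated RON2 peptide at 25 nM; detection used donor plus acceptor beads, 10 µg/mL apiece, read by AlphaScreen after 30 min at room temperature.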
AmpC inh no detg: qHTS Inhibitors of AmpC Beta-Lactamase (assay without detergent); AmpC nitrocefin hydrolysis, absorbance 480 nm, 0.0001% Triton; Potency, µM (top dose mostly 57.1 µM), without a hit: at the top dose activity change, negative = inhibition, most hits filed as inhibitors; 330,000 tested, 0.52% active; AID 485341, 2010;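 further: potency means the concentration at half of the fitted maximal effect; plate controls were no compound for no effect and no enzyme for full effect; nearly all actives have a fitted effect of over 20% in size; some results filed as inactive show a strong effect at the top dose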
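20 mM phosphate pH 7.0 + 0.01% (detergent screen) or 0.0001% Triton X-100; 5.3 nM AmpC reagent; cpd preinc 15 min RT; nitrocefin (800 uM stock) to start; A480 q20 s × 4 min; Activity was normalised to no-enzyme and no-compound control wells.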
HCV inhibitor: qHTS Assay for Inhibitors of Hepatitis C Virus (HCV) | AID 651820, 2012 | Potency, µM (titrated, usually from 41.8 µM), for inactives: at the top dose activity change, negative = inhibition, actives largely listed as inhibitors | 340,000 tested, 3.4% active | Huh7.5.1 HCVcc-Cre infection, luciferase reporter, 44 h; further: potency means the concentration at half of the fitted maximal effect
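Antiviral activity was scored by luciferase reporter output from cells infected with HCVcc-Cre (~0.5 moi) in presence of compound, 44 h infection period, cells seeded 1,000/well 4 h prior.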
HCMV inh: qHTS Assay for inhibitors of the human cytomegalovirus (HCMV) | HFF cells, HCMV-luciferase reporter, 72 h; hits give low values | activity change, negative = inhibition, % at 57.5 µM | 410,000 tested, 4.5% active | AID 1259415, 2018; in the data active means activity change below about -60%; inconclusive means no clear call, values can overlap the other calls; inactive means above about -39%
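Two compound doses tested in HFFs infected with HCMV-luciferase, MOI 1 PFU/cell, 72 h at 37C. Lysate luminescence read with OneGlo; data normalized against buffer-only and 10uM Salinomycin inhibitor controls.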
LmPK inh: qHTS Assay for Inhibitors of Leishmania Mexicana Pyruvate Kinase (LmPK); purified LmPK, Kinase-Glo ATP luminescence, 1 h; Potency, µM (titrated, usually from 57.5 µM), inactives show top-dose activity change, negative = inhibition, actives largely listed as inhibitors; 290,000 tested, 0.37% active; AID 1721, 2009; further: potency means the concentration at half of the fitted maximal effect
Target sequence (Q27686 whole entry, looked up): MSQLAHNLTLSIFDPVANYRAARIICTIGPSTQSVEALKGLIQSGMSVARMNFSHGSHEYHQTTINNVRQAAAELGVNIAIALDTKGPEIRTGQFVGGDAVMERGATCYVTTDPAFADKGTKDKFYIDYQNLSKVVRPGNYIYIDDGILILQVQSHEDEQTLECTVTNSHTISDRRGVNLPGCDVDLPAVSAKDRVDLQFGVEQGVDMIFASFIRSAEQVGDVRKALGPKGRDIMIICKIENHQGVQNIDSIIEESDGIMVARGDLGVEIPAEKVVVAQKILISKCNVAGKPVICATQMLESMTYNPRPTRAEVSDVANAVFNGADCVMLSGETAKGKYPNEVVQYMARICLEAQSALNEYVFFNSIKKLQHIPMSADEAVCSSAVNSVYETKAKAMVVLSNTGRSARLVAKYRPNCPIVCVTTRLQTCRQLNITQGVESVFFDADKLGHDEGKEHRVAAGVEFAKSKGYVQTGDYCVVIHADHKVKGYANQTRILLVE
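0.1 nM LmPK, 0.5 mM PEP, 0.1 mM ADP; 50 mM imidazole pH 7.2, 7 mM MgCl2, 50 mM KCl; 1 h RT. Kinase-Glo luminescence readout, normalized to no-enzyme (full inhibition) and uninhibited wells.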
TbPYK inhibitor: qHTS of Trypanosoma Brucei Inhibitors; TbPYK enzyme, Kinase-Glo Plus ATP luminescence, 45 min; Potency, µM (highest dose often 76.8 µM), without a hit: at the highest dose activity, negative = inhibition, usual class: inhibitors; 410,000 tested, 0.12% active; further: potency means the concentration at half of the fitted maximal effect; nearly all actives have a fitted effect of over 50% in size
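Screened from lowest to highest concentration, compounds were pinned into TbPYK/substrate mixtures, and ADP (130 uM final) was added. Plates sat at room temperature for 45 min prior to Kinase-Glo Plus detection by luminescence.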
An asterisk follows results filed as active; u = inconclusive; x = no result given; & = joins results of further samples; [ ] = another dose, or the depositor's remark. Unless noted, the call rests on the fitted dose curve; in most records, active means well fitted curve in the direction sought with a large enough effect; inconclusive means small, poorly fitted or top-dose-only effect, or another doubt; inactive means no such curve, though single readings can be large; an effect the other way counts as inactive or inconclusive. Unless noted, on the % scale 0 is the no-effect control and ±100 the full control effect.

No.	smiles	AmpC inh detg	AMA1 RON2 block	AmpC inh no detg	HCV inhibitor	HCMV inh	LmPK inh	TbPYK inhibitor
1	Cc1ccsc1C(=O)C1CCCN(Cc2cnn(C(C)C)c2)C1 (stereo unspecified)	-6%	-3%	-16%	8%	-10	-7%	2%
2	COP(=O)(OC)C(Nc1cc(Cl)cc(Cl)c1)c1cccc(O)c1 (stereo unspecified)	3%	-3%	50%	-3%	-2	3%	7%
3	C/C(N)=C(/C#N)C(=O)COC(=O)c1oc2ccccc2c1COC(C)C	-3%	2%	0%	-19%	9	9%	2%
4	CC(C)NC(=O)N(C)C[C@H]1Oc2ncc(Br)cc2C(=O)N([C@H](C)CO)C[C@@H]1C	x	0%	x	x	1	x	3%
5	COc1ccc(Cn2c(C)nc3oc4cc(OC)ccc4c(=O)c3c2=O)cc1	u	-1%	-21%	-22%	-8	2%	-10%
6	Cc1ccnc(Nc2nc(-c3ccc(O)cc3)cs2)c1	-11%	5%	-36%	u	15	-7%	-8%
7	COc1cc2c(cc1OC)[C@@H](NC(=O)CCc1ccccc1)[C@H](O)C2	x	-2%	-11%	8%	-6	x	0%
8	CCOC(=O)c1c(NC(C)=O)sc2c1CCN(Cc1ccccc1)C2	-6%	1%	54%	u	21	-4%	1%
9	NC(Cc1ccc(C(F)(F)F)cc1)c1csc(NC(=O)Nc2ccccc2)n1 (stereo unspecified)	x	86%[activator]	x	x	-28	x	-2%
10	c1csc(-c2nc(-c3ccncc3)no2)c1	-4%	-5%	-3%	-1%	104	u	-7%
11	Cc1cc(NC(=O)c2cc(-c3ccc(Cl)cc3)on2)n(-c2ccccc2)n1	30%[activator]	x	x	x	17	x	1%
12	O=C(CSC(=S)N1CCCC1)N1CCN(S(=O)(=O)c2cccc([N+](=O)[O-])c2)CC1	9%	-14%	17%	5%	-17	-6%	-2%
13	CC1CCN(CC(=O)Nc2ccccc2Sc2ccccc2)CC1	-8%	-6%	-11%	-3%	-17	-4%	-1%
14	O=c1[nH]c(=O)n(CCc2ccccc2)c(O)c1/C=N/N1CCOCC1	5%	-1%	-19%	-5%	7	4%	3%
15	O=C(CN1CCN(CCO)CC1)Nc1ccccc1	u	3%	-8%	9%	2	-2%	-8%
16	CCn1cc(C(=O)N/N=C(/C)c2ccc(F)cc2)c(=O)c2cc(F)c(N3CCCC3)cc21	-14%	x	-12%	x	x	-3%	x
17	CCOc1cccc(=O)c2c(C)n(Cc3ccccc3)c(C)c12	-2%	-4%	-55%	5%	-1	-2%	0%
18	C=CCOc1ccc(C(=O)/C=C2/C(=O)Nc3ccccc32)cc1	-12%	-7%	0%	-20%	-69*	-2%	1%
19	Cc1cc(=O)n(CC(=O)N2CCN(c3ccccc3F)CC2)c2c1c(C)nn2C	-2%	x	x	x	-60*	x	5%
20	OC[C@H]1O[C@@H](c2nc(-c3nc(-c4ccc(F)cc4)no3)cs2)[C@H](O)[C@@H](O)[C@H]1O	x	-5%	x	x	-34	x	-2%
21	Cc1ccc(S(=O)(=O)NCCSc2nnnn2-c2ccccc2)cc1	0%&-1%	0%	-26%	-22%	-32&2	9%	0%&-17%
22	S=c1[nH]nc(-c2ccccc2)c2ccccc12	4%	41%[activator]	-15%	-28%	20	0%	-22%
23	CCc1nnc(SCC(=O)Nc2ccc3c(c2)OCO3)o1	u	4%	-18%	3%	u	2%	-10%
24	Cc1ccc(C(C(=O)Nc2ccc3c(c2)OCO3)N(C)C(=O)/C=C\c2ccc3c(c2)OCO3)cc1 (stereo unspecified)	-2%	-14%	-34%	u	-38	6%	-1%
25	CN(C(=S)NC(=O)Cc1ccccc1)c1ccccc1	2%	7%	-4%	10%	-67*	1%	1%
26	O=C(CSc1nc(-c2ccccc2)c2ccccc2n1)Nc1ccc(F)cc1	26%	x	x	x	-17	x	-3%
27	COc1ccccc1CNS(=O)(=O)c1c(C(=O)N2CCCCCC2)c(C)n(C)c1C	4%	-6%	35%	11%	-2	1%	-1%
28	CCCC(=O)Nc1sc2c(c1C(=O)OC)C(C(=O)OC)CC2 (stereo unspecified)	-7%	-8%	1%	u	27	3%	-2%
29	Cc1c(C(=O)Nc2cc(F)cc(F)c2)cnn1-c1ccccc1	-11%	-1%	-25%	11µM*	43	-2%	5%
30	O=C(O)C1CCCN1c1ncnc2ccccc12 (stereo unspecified)	3%	-2%	-26%	5%	11	3%	8%
31	CC(C)NC(=O)c1cc2cc(Br)ccc2oc1=O	-9%	-14%	-43%	-1%	2	2%	-3%
32	Cc1cc[n+](C(C)C(=O)c2ccc(Cl)cc2)cc1 (stereo unspecified)	-14%	-21%	-7%	-5%	-24	-3%	0%
33	CC(C)C[C@H](NC(=O)N1CCn2c1nc1ccccc12)C(=O)NCc1ccc2c(c1)OCO2	u	60%[activator]	104%[activator]	-21%	2	4%	-1%
34	O=C(CSc1nnc(Cn2nnc(-c3ccccc3)n2)n1-c1ccccc1)Nc1ccc(F)cc1	-3%	-1%	1%	-23%&15%	10	4%	x
35	Nc1ccc(N2CCN(c3ccc(F)cc3)CC2)cc1	-9%	u	-28%	1%	-60*	3%	-16%
36	Cc1ccc(OCCN2CCC2(C)C(=O)Nc2ccc3c(c2)OCO3)cc1 (stereo unspecified)	x	-9%	x	x	4	x	-13%
37	CCC(=NCC1CCCO1)c1c(O)n(Cc2ccccc2)c(=O)[nH]c1=O (stereo unspecified)	-6%	4%	-20%	14%	19	0%	-7%
38	CCc1nnc(NC(=O)c2c(OC)cccc2OC)s1	-12%	4%	-10%	-13%	-24	2%	-5%
39	COCCCNC(=O)Nc1ccc(Br)cc1Cl	-9%	-7%	-11%	-29%	-19	-1%	7%
40	O=C(CN1C(=O)COc2ccc(S(=O)(=O)N3CCCCC3)cc21)NCCc1ccc(Cl)cc1	-9%	x	x	x	u	x	-2%
41	CCOC(=O)c1cccc2c1-c1ccccc1/C2=N/O	1%	4%	-34%	-34%	-71*	2%	-10%
42	COc1ccc(C2=NN(Cc3ccccc3)C3C(=O)NC(=O)C23)cc1 (stereo unspecified)	-3%	23%	-19%	22%	-14	-1%	1%
43	CCOc1cc(N2CCOCC2)c(OCC)cc1NC(=O)COc1cccc2cccnc12	1%	26%	104%[activator]	7.9µM*	-104*	0%	-10%
44	CC(=O)NC(Cc1c[nH]c2ccccc12)C(=O)NCc1ccc2c(c1)OCO2 (stereo unspecified)	-12%	-4%	-6%	u	77	0%	-2%
45	O=C1CCCN1CC(O)CS(=O)(=O)Cc1ccc(Cl)c(Cl)c1 (stereo unspecified)	2%	-6%	-1%	11%	28	3%	-19%
46	Nc1ccc(C(=O)Nc2ccc(Nc3ccncc3)cc2)cc1	-1%	5%	-32%	u	-30	0%	6%
47	O=c1ccn([C@@H]2O[C@H](CNCc3ccccc3)[C@@H](O)[C@H]2O)c(=O)[nH]1	x	-3%	x	x	18	x	0%
48	Cc1ccc(C(=O)/C=C/Nc2ccccc2C(N)=O)cc1	2%	-13%	-44%	-22%	19	u	11%
49	COc1ccc2o/c(=N/NC(=S)Nc3ccccc3)c(C(N)=O)cc2c1	-11%	x	-8%	19%	x	5%	x
50	COc1cccc(/C=N/Nc2ccnc(=O)[nH]2)c1O	3%	-24%	-6%	2.2µM*	-94*	-10%	-12%
51	Cc1ccccc1-n1c(Cn2c(=O)sc3ccccc32)nnc1SCC(N)=O	u	0%	36%	3%&-1%	-1	-1%	-5%
52	CC1CCCCC1NCC#CCOc1ccc(Cl)cc1 (stereo unspecified)	0%	-5%	-2%[2.29 µM]	22%	u	2%	12%
53	Cc1ccc(S(=O)(=O)N(C)c2ccc(C(=O)Nc3c(C)n(C)n(-c4ccccc4)c3=O)cc2)cc1	1%	-2%	10%	-13%	u	2%	-1%
54	Cc1nc(Nc2cccc(C(F)(F)F)c2)nc2c1C(=O)CC(C)C2 (stereo unspecified)	u	-8%	-27%	9%	-20	1%	-3%
55	O=C(Nc1ccc(F)cc1)/C(=C1/CCCCCN1)[N+](=O)[O-]	-2%	-12%	-12%	4%	-37	0%	1%
56	Cc1nn(-c2ccc(F)cc2)c(C)c1NS(=O)(=O)c1ccc2ccccc2c1	0%	-4%	-38%	u	u	2%	10%
57	Cc1ccccc1CCNCc1c(C(=O)O)c(C)n(Cc2c(F)cccc2Cl)c1C	22%	x	x	x	5	x	-7%
58	Cn1nc(C(=O)N2CCN(c3ccccc3F)CC2)c2c1-c1ccccc1S(=O)(=O)C2	-3%&-4%	-5%	24%	0%	-21&-13	10%	-11%&-6%
59	Cc1cc(C)cc(NC(=O)C(=O)NCCc2sc(-c3cccc(F)c3)nc2C)c1	3%	x	x	x	3	x	-2%
60	CC(C)(C)OC(=O)N1CCC(c2cc(-c3cccs3)n[nH]2)CC1	-6%	15%	55%	-19%	46	3%	1%
61	CCCCN(C(=O)c1ccc2c(c1)S(=O)(=O)N=C1CCCCCN12)c1c(N)n(CCCC)c(=O)[nH]c1=O	1%	6%	30%	-10%	-10	x	0%
62	Cc1ccc(-c2nc(-c3cc4cccc(OCc5cccc(C)c5)c4oc3=O)no2)cc1	16%	x	x	x	u	x	2%

Grouped by structure: those above containing a COOH group (two)
No.	smiles	AmpC inh detg	AMA1 RON2 block	AmpC inh no detg	HCV inhibitor	HCMV inh	LmPK inh	TbPYK inhibitor
30	O=C(O)C1CCCN1c1ncnc2ccccc12 (stereo unspecified)	3%	-2%	-26%	5%	11	3%	8%
57	Cc1ccccc1CCNCc1c(C(=O)O)c(C)n(Cc2c(F)cccc2Cl)c1C	22%	x	x	x	5	x	-7%

Compound activity (PubChem BioAssay)
